# Screens from PubChem.
# ATG4B inhibitor: ATG4B protease inhibitors, primary screen, biochemical, fluorescence, uHTS; Cysteine protease ATG4B (Homo sapiens), Q9Y4P1; ATG4B cleavage of LC3-PLA2, NBD-HPC fluorescence, 1 h; inhibition, % at 8.33 µM; 340,000 tested, 0.51% active; AID 504462, 2011; in the data active = inhibition above about 40%
# MPTP block: mitochondrial permeability transition pore inhibitors, primary screen, biochemical, isolated mouse mitochondria, absorbance; 360,000 tested, 1.4% active; Ca2+ swelling absorbance, 30 min; inhibition, % at 10 µM;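 active = inhibition of 50% or more, scaled per plate between neutral and stimulator controls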;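 note: 0% = DMSO wells given calcium and 100% = 1 mM EGTA wells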
# hIAP activ: human IAP activators, primary screen, biochemical, luminescence, uHTS; Intestinal-type alkaline phosphatase (Homo sapiens), P09923; purified human IAP, CDP-Star luminescence, 30 min; active compounds read high; 1 = vehicle-only enzyme, 0 = enzyme-free background; activation factor at 10 µM; 330,000 tested, 0.16% active;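 active = activation factor of the enzyme at least 2-fold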; note: the source names both 10 and 20 µM as test concentration; values of inactives mirror those of a sister screen read the other way
# Target sequence (P09923 whole entry, looked up): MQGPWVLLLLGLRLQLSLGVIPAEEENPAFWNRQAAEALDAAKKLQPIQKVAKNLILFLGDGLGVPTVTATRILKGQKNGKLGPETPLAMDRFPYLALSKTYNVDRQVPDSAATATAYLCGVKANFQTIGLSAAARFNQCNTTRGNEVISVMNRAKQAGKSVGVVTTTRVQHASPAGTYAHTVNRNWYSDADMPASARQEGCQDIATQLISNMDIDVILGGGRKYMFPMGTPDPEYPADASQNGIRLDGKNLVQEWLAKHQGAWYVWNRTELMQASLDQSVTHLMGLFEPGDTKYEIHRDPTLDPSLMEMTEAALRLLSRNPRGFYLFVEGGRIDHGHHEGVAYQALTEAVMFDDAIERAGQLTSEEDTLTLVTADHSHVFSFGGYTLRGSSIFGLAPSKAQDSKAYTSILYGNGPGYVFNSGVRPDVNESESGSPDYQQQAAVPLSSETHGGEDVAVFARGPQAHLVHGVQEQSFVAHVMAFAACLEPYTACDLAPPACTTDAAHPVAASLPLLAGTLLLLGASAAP
# A3G deaminase: APOBEC3G DNA deaminase inhibitors, primary screen, biochemical, fluorescence, single-stranded DNA substrate, uHTS | recombinant A3G, ssDNA deamination FAM/TAMRA fluorescence | inhibition, % at 20 µM | 330,000 tested, 0.28% active | AID 493012, 2011;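 active = inhibition of at least 40% at 20 µM, with no more than 30% in the related APOBEC3A deaminase screen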;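 note: plate controls were DMSO wells with A3G for no effect and wells lacking A3G enzyme for full effect; some compounds called inactive have numbers as strong as hits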
# Target sequence (Q9HC16 whole entry, looked up): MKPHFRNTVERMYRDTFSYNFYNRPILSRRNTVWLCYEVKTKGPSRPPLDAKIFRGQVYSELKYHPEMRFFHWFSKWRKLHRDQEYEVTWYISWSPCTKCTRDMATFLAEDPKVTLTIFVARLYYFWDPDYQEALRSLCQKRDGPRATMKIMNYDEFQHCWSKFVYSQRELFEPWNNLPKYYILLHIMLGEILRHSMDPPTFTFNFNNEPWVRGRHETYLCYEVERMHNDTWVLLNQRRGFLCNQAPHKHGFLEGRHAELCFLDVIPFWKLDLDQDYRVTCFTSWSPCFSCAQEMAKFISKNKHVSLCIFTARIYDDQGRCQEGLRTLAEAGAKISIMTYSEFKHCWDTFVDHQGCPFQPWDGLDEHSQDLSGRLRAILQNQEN
# A3A deaminase: APOBEC3A ssDNA deaminase inhibitors, primary screen, selectivity assay for APOBEC3G inhibitor project, biochemical, FAM/TAMRA oligo cleavage fluorescence. inhibition, % at 20 µM. AID 493011, 2011. recombinant A3A, FAM/TAMRA ssDNA deamination fluorescence. DNA dC->dU-editing enzyme APOBEC-3A (Homo sapiens), P31941. 330,000 tested, 0.41% active;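 active = at least 40% inhibition at 20 µM here, with at most 30% in a related deaminase screen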;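 note: plate controls were A3A with DMSO for no effect and wells lacking A3A enzyme for full effect; some results filed as inactive read as strong as hits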
# Target sequence (P31941 whole entry, looked up): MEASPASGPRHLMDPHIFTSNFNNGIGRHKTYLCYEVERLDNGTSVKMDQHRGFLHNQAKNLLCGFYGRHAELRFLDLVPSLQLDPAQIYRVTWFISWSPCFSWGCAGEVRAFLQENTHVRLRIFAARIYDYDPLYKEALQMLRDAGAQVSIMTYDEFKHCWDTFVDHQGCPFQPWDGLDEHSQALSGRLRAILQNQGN
# MIN6 prolif: inducers of MIN6 beta-cell proliferation, primary screen, ATP luminescence, uHTS; MIN6 cells proliferation, ATPlite luminescence, 48 h; cells starved in 0.2% serum; 100% = growth in 10% serum; proliferation, % at 10 µM; 330,000 tested, 0.29% active; AID 2380, 2010;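 active = compounds whose signal lies at least 3.5 SD above the mean of all wells on their plate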;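 note: 0% = DMSO-treated cells in low-serum medium and 100% = 10% serum control; some compounds called inactive have numbers as strong as hits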
# hIAP inh: human IAP inhibitors, primary screen, biochemical, luminescence, uHTS | Intestinal-type alkaline phosphatase (Homo sapiens), P09923 | purified IAP, CDP-Star luminescence, 30 min | AID 2544, 2010 | inhibition, % at 10 µM | 330,000 tested, 0.12% active;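 active = inhibition reaching a set limit with compound at 10 µM in the primary screen, cut at about 35% in these data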;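 note: plate controls were DMSO wells with enzyme for no effect and no-enzyme buffer wells for full effect; values of inactives mirror those of a sister screen read the other way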
# mIAP act: activators of mouse IAP, primary screen, biochemical, luminescence, uHTS | intestinal alkaline phosphatase [Mus musculus] | muIAP, CDP-Star luminescence, 30 min; active compounds read high; 1 = vehicle-only enzyme signal, 0 = enzyme-free wells | activation factor at 10 µM | 330,000 tested, 0.24% active;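 active = activation factor of at least 2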; note: the source names both 10 and 20 µM as test concentration; values of inactives mirror those of a sister screen read the other way
#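 System: Mouse IAP enzyme | Also added: CDP-Star substrate | Dosing: Compounds dispensed in DMSO | Schedule: 30 min enzyme-substrate-compound incubation at room temperature | Technique: Chemiluminescence readout | Control set: DMSO-only wells and no-enzyme negative control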
# mIAP block: inhibitors of mouse IAP, primary screen, biochemical, luminescence, uHTS; 330,000 tested, 0.2% active; inhibition, % at 10 µM; purified mouse IAP, CDP-Star luminescence, 30 min;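 active = inhibition of at least 40% at 10 µM in the primary screen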;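 note: plate controls were DMSO with enzyme for no effect and no enzyme wells for full effect; values of inactives mirror those of a sister screen read the other way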
# * marks the source's active call; other numbers are inactive results; . = not tested or not shown; & = joins results of further samples. Compounds as they come; about 3.3% have a hit in one of these screens.
SMILES,ATG4B inhibitor,MPTP block,hIAP activ,A3G deaminase,A3A deaminase,MIN6 prolif,hIAP inh,mIAP act,mIAP block
Cc1cc(C)nc(NS(=O)(=O)c2ccc(N3C(=O)C4CC=C(Cl)CC4C3=O)cc2)n1 (configuration not stated),-12,0.8,1.1,2,4,-1,-6,1,-5
COc1cccc(NC(=O)NC2CCCCC2C)c1 (configuration not stated),15,1.4,1.1,-10,3,0,-15,1.3,-26
O=C(COC(=O)CC1CC2CCC1C2)Nc1cccc(S(=O)(=O)NC2=NCCCCC2)c1 (configuration not stated),2,2.5,0.94,-4,5,1,6,1.1,-9
CC(C)CNc1ncnc2c1cnn2Cc1ccccc1Cl,-2,-0.2,1,-7,-3,3,-4,1.1,-6
COc1cc(C=O)cc(Br)c1OCC(N)=O,1,0.6,1.1,-7,-2,1,-13,0.99,0
COCc1[nH]nc2c1C(c1ccccc1F)C(C#N)=C(N)O2 (configuration not stated),0,-0.2,1.3,-11,-11,0,-27,1.1,-9
O=C(NN=C1CCCCCCCCCCC1)c1ccccc1F,21,0.8,1,2,-1,0,0,1,-4
COc1ccc(/C=N/NC(=O)c2cnccn2)c(OC)c1OC,1,0.9,0.8,-5,-1,-1,20,1,-5
O=C(CN(Cc1cccs1)S(=O)(=O)c1ccc(S(=O)(=O)N2CCCCC2)cc1)Nc1ccccc1,-8,7.8,1.1,-8,-3,-1,-9,1.1,-6
Cc1ncc(CO)c(/C=N/NC(=O)c2cc3c(s2)CCCC3)c1O,-12,-0.1,1.4,-5,-1,-4,-45,0.84,16
COc1ccccc1C(=O)NC(CCSC)C(=O)OCC(=O)NC(=O)NCc1ccco1 (configuration not stated),-5,0.9,0.95,1,2,-2,5,1,0
O=c1[nH]c(/C=C\c2cccc(C(F)(F)F)c2)nc(O)c1[N+](=O)[O-],-6,0.8,1.1,-8,-5,-3,-11,1.1,-6
CCN1C(=O)C(=O)N(CC(=O)c2[nH]c(C)c(C(C)=O)c2C)C1=O,-5,0.1,1,-5,1,9,-4,1,-1
COc1ccc(S(=O)(=O)NCCc2c(C)nn(C)c2Oc2ccccc2)cc1,-10,8.6,0.99,0,3,-2,1,0.99,1
CCCn1c(COc2ccccc2OC)nc2ccccc21,2,-1.4,1.3,1,4,-6,-26,0.95,5
CCOc1ccc(N2CSC3=C(C#N)C(c4ccco4)CC(=O)N3C2)cc1 (configuration not stated),-5,-2.1,1.1,85,84,-3,-9,0.26,74*
Cn1nc2c(c1C(=O)N1CCCC(C(=O)c3cc(F)ccc3F)C1)CCCC2 (configuration not stated),-2,4.6,1,-8,-3,3,0,0.94,6
COC(=O)c1ccc(N2C(=O)c3ccc(OC)c(OC)c3C2=O)cc1,-1,-4.9,1.1,-6,-1,1,-6,1.1,-5
NC(=O)c1nsc(C(=O)N(CC(=O)NCc2ccco2)c2ccccc2F)c1N,4,2.2,0.88,-7,-3,-2,12,0.96,4
COc1ccc(-n2c(SCC(=O)OC(C)C)nnc2-c2ccccn2)cc1,-2,0.0,0.9,-1,2,2,10,0.91,9
O=C(CN1CCCCCC1)OCCN=C1NS(=O)(=O)c2ccccc21,0,-1.6,1.1,-9,-4,-2,-13,1,-1
COc1ccc(OC)c2c1C(=O)C(Cl)=C(Cl)C2=O,3,4.7,0.86,88*,-6,-4,14,0.95,4
O=S(=O)(NCc1cn2ccsc2n1)c1cccs1,-10,-5.9,1.1,-5,-3,1,-6,0.91,9
CCOc1ccc(CCNC(=O)COC(=O)C2CC2)cc1OCC,-3,-1.5,1.1,-7,-1,-2,-8,0.93,7
COc1ccc(-c2cc(C(=O)OCC(=O)Nc3cc(C)on3)c3ccccc3n2)cc1OC,5,-8.3,1.2,7,6,-3,-15,1.2,-17
# (more compounds)
SMILES,ATG4B inhibitor,MPTP block,hIAP activ,A3G deaminase,A3A deaminase,MIN6 prolif,hIAP inh,mIAP act,mIAP block
Cc1nc(/C=C/c2ccccc2)cc(/C=C/c2ccccc2)n1,-4,2.6,1,-4,1,-5,-4,0.88,12
COc1ccc2c(c1)CCc1sc(NC(=O)c3ccco3)nc1-2,1,0.2,0.84,-7,-4,3,16,0.86,14
N#Cc1ccccc1NC(=O)c1ccc2c(c1)OCCO2,-3,-0.2,0.87,-8,-1,-2,13,0.96,4
CCn1c(C(=O)O)c(CC(=O)NC2CCCCCC2)c2ccccc21,-4,0.2,0.97,-2,1,-3,3,0.94,6
O=C(Nc1cc(Cl)cc(Cl)c1)C1CC(=O)N(C2CCCC2)C1 (configuration not stated),-10,-0.4,1.1,2,3,-3,-5,1.3,-34
CC(C)CC1CCCCC1OC(=O)CN1CCCCC1 (configuration not stated),11,-0.3,1.1,-5,4,-2,-8,0.98,2
Cc1ccc(NC(=O)Nc2nnc(Cc3ccc(F)cc3)s2)cc1,-6,2.9,1.1,-5,-1,1,-10,0.98,2
CN(C)c1ccc(/C=N/NC(=O)CNC(=O)c2ccco2)cc1,6,-0.9,0.98,-15,-3,-1,2,1,-1
CC(C)(C)C(=O)Nc1ccccc1C(=O)Nc1ccncc1,-2,-1.0,1.1,-3,-2,0,-6,1.1,-14
O=C(COC(=O)Cc1cccs1)Nc1ccccc1F,-14,-0.2,1,1,0,0,-2,0.99,1
Cc1ccc2c(c1)c1c3n2CC(=C2C(=O)OC(C)(C)OC2=O)NC3CCC1 (configuration not stated),-21,4.1,1,-6,-3,-4,-2,0.83,16
CCOC(=O)c1[nH]c2ccc(Cl)cc2c1-c1ccccc1,0,6.5,0.96,-6,-4,1,4,0.98,2
Cn1c(=O)[nH]c(NC2CCCCC2)c(N=O)c1=O,-4,-1.5,0.98,-2,-1,0,2,0.95,5
CN(C)c1cccc(O)c1,-1,-0.5,1,0,-1,-1,-3,1,-2
C=CCOc1c(CNc2nccs2)cccc1OCC,3,-2.9,0.98,1,2,-1,2,1,-1
COCCCNC(=S)NCCCNc1nc2cc(C)cc(C)c2cc1C#N,-16,-3.6,0.98,8,-3,-3,2,0.99,1
COc1ccc(S(=O)(=O)N(C)c2ccc(OCC(=O)Nc3cc(C)on3)cc2)cc1,-12,-0.1,1.1,-2,1,-2,-6,0.97,3
Cc1ccccc1CN(C)CC(=O)NC(C)CCc1ccccc1 (configuration not stated),3,-0.3,1.1,-4,7,-2,-9,1.1,-10
O=C(NN1CCOCC1)c1cn(-c2ccccc2)nc1-c1cccs1,0,-0.5,1.2,-6,1,-5,-19,1.1,-6
CCC(c1nnnn1C1CCCC1)N1CCN(c2cccc(OC)c2)CC1 (configuration not stated),-13,1.4,1.1,-4,-2,-3,-12,1,-1
CCN1CCN(C(=O)c2ccc3c(c2)N(Cc2ccccc2)C(=O)c2ccccc2S3(=O)=O)CC1,7,-1.6,0.94,-1,-1,2,6,1,-3
CC(C)Oc1ccc(-c2nn(-c3ccccc3)cc2/C=c2\sc3ncnn3c2=O)cc1,.,.,1.1,-6,-4,-3,-14,0.87,13
Cc1c(CC(Cl)(Cl)Cl)c2c(n1O)CC(C)(C)CC2=O,-2,72*,0.98,-6,-3,-4,2,1.1,-10
N#Cc1ccccc1CSCCNC(=O)Cc1c(F)cccc1Cl,13,-0.6,1.3,1,7,-5,-28,1.1,-8
O=C(Oc1cccc(-c2cnc3ccccc3n2)c1)c1ccco1,9,-2.4,0.74,-1,3,-2,26,1,-5

# Just A3A deaminase, MPTP block and ATG4B inhibitor (2 entries from above):
structure	A3A deaminase	MPTP block	ATG4B inhibitor
N#Cc1ccccc1NC(=O)c1ccc2c(c1)OCCO2	-1	-0.2	-3
Cc1c(CC(Cl)(Cl)Cl)c2c(n1O)CC(C)(C)CC2=O	-3	72*	-2

# Look-ups from above:
# Reading for Cc1nc(/C=C/c2ccccc2)cc(/C=C/c2ccccc2)n1 under MPTP block: 2.6
# Reading for CCN1CCN(C(=O)c2ccc3c(c2)N(Cc2ccccc2)C(=O)c2ccccc2S3(=O)=O)CC1 under hIAP inh: 6

# Next records.
SMILES,ATG4B inhibitor,MPTP block,hIAP activ,A3G deaminase,A3A deaminase,MIN6 prolif,hIAP inh,mIAP act,mIAP block
O=S(=O)(c1cccc(C(F)(F)F)c1)N(CCCN1CCOCC1)Cc1cccs1,-9&6,-3.5&-1.0,1.1&0.96,1&-3,1&-2,-3&5,-15&4,0.95&0.96,4&4
CCOC(=O)c1c(-c2cccc([N+](=O)[O-])c2)csc1NC(=O)C1CCCCC1,3,1.1,0.92,-2,3,-6,8,0.88,12
COc1ccc(C(=O)NC(C(=O)N2CCN(c3ccccc3O)CC2)C(C)C)cc1 (configuration not stated),1,1.3,1.1,-2,3,-1,-7,1,-4
O=C(COc1ccc(Cl)cc1Cl)Nc1ccccc1NS(=O)(=O)c1cccs1,0,66*,1.3,-10,-1,-3,-29,0.93,7
COc1ccc(NC(=O)C2CCCN(c3cnccn3)C2)cc1 (configuration not stated),9,-0.8,1.2,-2,1,-1,-21,1.1,-10
CC(=O)N1CCN(c2ccc(NC(=O)c3ccc([N+](=O)[O-])o3)cc2Cl)CC1,-3,0.0,0.84,-15,0,-4,16,0.84,16
Cn1c(=O)c2c(nc(N3CCN(c4ccccc4)CC3)n2CCCc2ccccc2)n(C)c1=O,-2,-0.3,1.1,-1,1,-1,-11,0.94,6
COc1ccccc1-c1nc2ccccc2nc1-c1ccccc1,-5,-1.1,0.93,-5,0,-3,7,1.1,-9
CCOC(=O)C1=CN(CC)S(=O)(=O)NC1c1ccc(F)c(Cl)c1 (configuration not stated),-2,2.3,.,-1,1,.,.,1.1,-9
CC(C)N1CCC(N2CCN(Cc3cc4c(cc3Cl)OCO4)CC2CCO)CC1 (configuration not stated),3,-0.5,1.1,-8,-3,0,-12,1.1,-8
C=C(C)Cn1c(C)cc(C)c(S(=O)(=O)c2ccc(C)cc2)c1=O,3,2.8,0.85,-3,-1,-2,15,0.95,5
OC(Cc1ccncc1)(c1ccccc1)c1ccccc1,-10,-1.1,0.94,1,1,1,6,1,-3
Cc1nc2ccccc2n1CC(=O)N/N=C/c1cccnc1,2,-1.1,0.9,3,-1,-1,10,0.9,10
COc1cc(CNC(C)C)c(Br)cc1OC1CCCC1,-3,1.1,1.1,-3,-1,1,-14,1.1,-11
C[C@H](CO)N1C[C@H](C)[C@@H](CN(C)C(=O)NC2CCCCC2)Oc2c(NC(=O)CCC(F)(F)F)cccc2C1=O,.,-1.2,0.96,-3,0,0,4,1.1,-5
O=C(Cn1c(=O)oc2cc(S(=O)(=O)N3CCCC3)ccc21)Nc1cccc(C(F)(F)F)c1,0,48,1,-6,-3,4,-4,0.98,2
CCC(CC)NC(=O)c1cccc(NC(=O)C(C)C)c1,6,1.6,0.93,-4,-1,-3,7,1,-2
CCCn1c(=N)n(CC(=O)OCC)c2ccccc21,5,1.1,1.1,-3,-1,0,-10,1,0
Nc1nonc1C(=O)OCC(=O)N1CCOCC1,2,0.3,0.9,-3,0,-3,10,0.99,1
Cc1cc(=O)oc2cc(NS(=O)(=O)c3ccc(F)cc3)ccc12,-2,1.9,0.85,-3,1,-4,15,1.1,-6
CC[n+]1c(/C=C/N(C)c2ccccc2)oc2ccc(Cl)cc21,6,2.3,1,-6,-2,0,-2,0.98,2
